Source: PubChem (NCI)
yeast rad50: NCI yeast anticancer drug screen, S. cerevisiae rad50 strain; growth inhibition, % at 50 µM; AID 155, 2004; hit rate 10% among 79,000;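 also: 0% = growth of vehicle-only cultures of the same strain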
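A DNA repair-deficient yeast mutant serves as the test organism; compound-induced growth inhibition is calculated against vehicle-treated cells.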
cln2 rad14: NCI yeast anticancer drug screen, S. cerevisiae cln2 rad14 strain. AID 165, 2004. hit rate 8.3% among 78,000. growth inhibition, % at 50 µM;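 also: 0% = growth of vehicle-only cultures of the same strain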
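Growth of compound-exposed yeast (cln2 rad14 genotype) measured and expressed as inhibition relative to vehicle.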
yeast mec2-1: NCI yeast anticancer drug screen, S. cerevisiae mec2-1 strain; growth inhibition, % at 50 µM; hit rate 9% among 79,000; AID 157, 2004;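 also: 0% = growth of vehicle-only cultures of the same strain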
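Readout is yeast growth inhibition, normalised to vehicle-treated controls, in the mec2-1 strain exposed to compound.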
yeast sgs1 mgt1: NCI yeast anticancer drug screen, S. cerevisiae sgs1 mgt1 strain. growth inhibition, % at 50 µM. hit rate 10% among 78,000. AID 161, 2004;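 also: 0% = growth of vehicle-only cultures of the same strain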
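This yeast growth screen uses a strain with defined DNA-repair lesions; compound-treated growth is compared with vehicle-treated growth.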
bub3: NCI yeast anticancer drug screen, S. cerevisiae bub3 mutant strain; growth inhibition, % at 50 µM; hit rate 9.9% among 78,000; AID 167, 2004;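 also: 0% = growth of vehicle-only cultures of the same strain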
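In this screen, a yeast mutant lacking normal mitotic checkpoint function is challenged with compound. Relative growth versus vehicle gives the inhibition value.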
mlh1 rad18: NCI yeast anticancer drug screen, S. cerevisiae mlh1 rad18 strain | % growth inhibition at 50 µM | hit rate 11% among 79,000 | AID 175, 2004;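 also: 0% = growth of vehicle-only cultures of the same strain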
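Growth inhibition of the yeast strain was measured after compound exposure and expressed relative to vehicle-treated controls. The strain carries defined defects in DNA damage repair.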
An asterisk follows results filed as active; / = not tested or not shown; & = joins results of further samples. Rule as the data show it: active = growth inhibition above about 70%; inactive = the rest.

SMILES	yeast rad50	cln2 rad14	yeast mec2-1	yeast sgs1 mgt1	bub3	mlh1 rad18
COc1ccc(C(=O)Nc2ccccc2)cc1NC(=S)Nc1ccccc1	-32	-73	-19	-14	1	-15
CC(O)c1cccc(N)c1 (centres undefined)	32&-35	22&0	19&-22	7&-44	20&-40	22&-6
Cc1ccsc1/C=N/NC(N)=S	30	6	-7	32	9	29
CSc1nc[nH]c1C(N)=S	-13	-7	3	3	-24	9
CC(NNC(=S)N1CCCCCC1)c1cccnn1 (centres undefined)	89*	90*	93*	89*	92*	85*
COc1cc2nc(C)[n+]3nc([O-])ccc3c2cc1OC	14	28	14	33	-8	24
O=Cc1cccc2[nH]ccc12	6	-5	-8	13	8	3
Cc1ccc(F)cc1NC(=O)O/N=C(\Cl)C(C)C	-18	4	-32	-6	5	56
N#CCCn1c(-c2ccccn2)cc2ccccc21	-8	0	-9	-7	-28	-41
CCCCCCCCCCNCC(=O)O	-11	-8	-17	-2	-2	-9
COC1OC(COC(=O)c2ccccc2)CC1F (centres undefined)	94*	92*	95*	94*	93*	92*
Clc1ccc(N=Nc2ccc(Br)cc2)cc1	-3	-15	16	-2	-1	4
O=C1CN(CCCO)CC(=O)N2Cc3ccccc3CN12	-9	-10	5	-19	-7	-11
CCn1cc(/C=C/C(C)c2cn(CC)c(=O)[nH]c2=O)c(=O)[nH]c1=O (centres undefined)	-7	32	-1	17	18	41
CCOC(=O)NC1OC(C(N)=O)C(O)C(O)C1O (centres undefined)	2	-33	-6	3	4	1
CCCCN(C(=O)CCl)c1ccccc1	50	20	19	54	35	74*
CCOC(=O)Nc1cc(Cl)c2ncn(C(=O)OCC)c2n1	40	19	16	11	3	18
Cc1cc2nc(CCC(=O)O)c(=O)[nH]c2cc1C	-22	14	-25	-4	-24	-29
CCCC(=O)N(C(C)C)C(C)C	11	7	22	12	8	9
COC(=O)C1C2CC3C1C3C2C(=O)OC (centres undefined)	-14	20	-8	-4	-15	-19
O=[N+]([O-])C(=C1NCCN1)C(Cl)=C(Cl)Cl	-43	-19	-28	5	-1	-26
COc1ccc(COC(=O)N=[N+]=[N-])cc1	19	/	4	/	/	13
Cc1cc(N=Nc2ccc(C(=O)Nc3ccc4cc(S(=O)(=O)O)ccc4c3)cc2)c(N)c(N=Nc2ccc(N=Nc3ccc(O)c(C(=O)O)c3)cc2)c1N	8	-22	30	54	-11	45
CC(C)CC([N+](C)(C)C)P(=O)([O-])O (centres undefined)	-4	-9	2	-5	21	-4
COc1cc(OC)cc(C(=O)CC(=O)c2cc(OC)cc(OC)c2)c1	-50	-8	-38	-69	-33	-26
COc1ccc(/C=C2\CN(C)C/C(=C\c3ccc(OC)cc3)C2=O)cc1	14	39	22	32	31	27
Cc1ccc(S(=O)(=O)C(C#N)c2nc3ccccc3nc2-n2ccnc2)cc1 (centres undefined)	2	-5	-17	-36	-29	-22
CCCCC(CSC#N)SC#N (centres undefined)	99*	97*	98*	97*	98*	98*
CCc1cccc(C(C)C)c1NC(=O)C(=O)Nn1c(=S)[nH]c2ccccc2c1=O	-7	3	-23	-10	-17	-13
O=C(/C=C/c1ccccc1)N(Cc1ccccc1)c1ccccc1	94*	94*	97*	97*	95*	96*
C=CCn1c(=S)sc2c(C(=O)OCC)c3c(C)cc(C)cn3c2c1=O	-18	-5	-56	-60	-35	-38
Cc1ncc([N+](=O)[O-])n1CCNC(=O)CCCn1ccnc1[N+](=O)[O-]	15	1	-1	3	9	-47
O=C(O)COc1ccc(F)cn1	-5	-27	-5	6	7	-11
C1=C(N2CCCC2)C(=[N+]2CCCC2)C(N2CCCC2)=C1	4	-7	-2	6	2	9
COc1nc2nccnc2c(=O)n1C	-18	14	-5	-16	-8	-3
CCN(CC)CCCC(C)NC(=S)N/N=C(\C)c1ccccn1 (centres undefined)	61	11	48	41	29	43
CC(SCC(=O)O)=[N+]1CCCCC1	-23	-9	-24	-38	-49	-9
CCCCCCCCCCCCCCCCCC(=O)OCC(CO)OC(=O)CCCCCCCCCCCCCCCCC (centres undefined)	4	7	-10	7	34	30
CCOc1ccc(NC(=O)C(=O)C(/C(=N/N)C(=O)OC)c2nc3ccc([N+](=O)[O-])cc3[nH]c2=O)cc1 (centres undefined)	7	13	-6	4	7	22
O=C1c2ccccc2C(=O)c2c(Cl)c(Cl)c(Cl)c(Cl)c21	26	-2	7	-2	-11	33
C=CCOC(=O)CC(O)(CC(=O)OCC=C)C(=O)OCC=C	-3	-35	-18	-12	-6	-12
O=Cc1c[nH]c2ccccc12	-8	-16	10	23	2	6
Cc1cc(SCc2ccccc2)cc(C)[o+]1	17	56	44	60	62	64
COc1ccc(C=O)c(C(=O)O)c1OC	-8	17	-53	-3	-20	-4
N=C1/C(=C/c2ccco2)C(=O)N=C2SC=NN12	8	-10	19	13	-6	21
CCC(CC)COC(=O)/C=C(\CC(=O)OCC(CC)CC)C(=O)OCC(CC)CC	3	-18	-9	13	0	29
CCC(C)(C(=O)O)C1CCCCC1 (centres undefined)	0	-1	16	14	-4	11
NC(N)=NC(N)=Nc1ccc(Cl)c(Cl)c1	-14	1	-1	16	-14	-1
O=C(NC1(C(=O)O)CC1c1ccccc1)c1ccccc1 (centres undefined)	-1	-10	21	0	9	43
COC(=O)c1ccc(C)cc1C1CN=NC12Cc1cccc(C)c1C2=O (centres undefined)	27	84*	25	9	42	3
CCOC(=O)c1ccc2c3c([nH]c2c1C)CCCC3	16	-32	-12	5	-15	3
C=CC1(NC(=O)c2ccccc2)CCC(C(C)(C)C)CC1 (centres undefined)	49	11	0	44	50	40
CCOc1nc2ccccc2c2cc3ccccc3cc12	3	43	16	4	12	28
COc1cc(/C=C(\C#N)C(=O)c2ccccc2)cc(OC)c1OC	5	25	-12	-2	-27	4
COC(=O)c1sc2ccccc2c1C	-12	-55	-4	-7	-18	11
C=C1CCC/C(=N\Nc2ccc([N+](=O)[O-])cc2[N+](=O)[O-])C12CCCC2	-2	-12	3	-5	1	-1
CNC(=S)NC(C)(C)C	-14	-29	-17	-21	-19	-20
COc1ccc(C(Cc2ccccc2Cl)N(CCO)CCO)cc1 (centres undefined)	-7	-19	-5	-9	6	-5
CCCCC(=O)/C=C/c1ccccc1	12	-47	-8	-4	-7	-3
Nc1ccc2c(SCC(=O)Nc3ccccc3-c3ccccc3NC(=O)CSc3c4ccccc4nc4cc(N)ccc34)c3ccccc3nc2c1	90*	79*	92*	91*	90*	88*
(next part)
SMILES	yeast rad50	cln2 rad14	yeast mec2-1	yeast sgs1 mgt1	bub3	mlh1 rad18
COc1c(C(=O)/C(=N/Nc2ccccc2)C(C)=O)c(O)c(OC)c2occc12	46	33	52	73*	48	69
CN(C(=O)C12C3C4C5C3C1(C(=O)O)C5C42)C(C)(C)C (centres undefined)	35	19	12	1	28	26
Nc1nnc(N)c2[nH]cnc12	-2	-21	-20	-10	-11	-20
Cc1cc(CO)c(O)c(C(=O)CC2CC(=O)NC(=O)C2)c1	29	22	-1	-2	-11	25
c1ccc2c(c1)ccc1ccc3ocnc3c12	6	-7	-1	-3	9	10
Cc1ccc(CNc2ccc(Cl)cc2)cc1	50	/	58	/	/	37
N/C(CC(=O)Nc1ccc(F)cc1)=N\O	9	13	-14	8	15	24
CC1=CC(=O)C2CC1C2(C)C (centres undefined)	7	5	0	0	5	-5
C=C(Nc1ccc([N+](=O)[O-])cc1[N+](=O)[O-])c1c/c(=N\NC(N)=S)c2ccccc2o1	25	16	-16	-4	16	6
Cc1cnc2cccc(C)c2c1Cl	-30	-16	0	10	8	-3
C1=CC2OC3CCCCC3C2c2ccccc21 (centres undefined)	8	-26	-4	5	0	24
Cc1cccc(C)c1O	99*	98*	98*	99*	98*	99*
O=C1OC2(c3ccccc31)c1cc(I)c(O)c(I)c1Oc1c2cc(I)c(O)c1I	98*	99*	99*	100*	99*	99*
c1ccc(C2=Nc3cccc4cccc(c34)N2)cc1	-6	32	-6	0	14	-3
CCN(CC(O)COc1ccc2c(c1)[n+]([O-])nc(N)[n+]2[O-])C(C)=O (centres undefined)	47	39	38	40	31	39
S=C(Nc1ccc(Cl)c(Cl)c1)SC1CCCCC1	47	88*	64	87*	83*	90*
CCN1CCCC(Nc2cc(C)nc(/N=C(/N)Nc3ccc(Cl)c(Cl)c3)n2)C1 (centres undefined)	90*	83*	92*	87*	84*	83*
O=C(CCCSCCCC(=O)NN=C1CCSCC1)NN=C1CCSCC1	-1	21	-4	11	-8	-8
OCCCN1CNC(=S)NC1	-17	13	-13	-5	-1	-4
CC(C)C(=O)Nc1nc(OCCc2ccc([N+](=O)[O-])cc2)c2ncn(C3CC(O)C(CO)O3)c2n1 (centres undefined)	4	8	0	6	-1	-12

Entries listed so far containing an aryl methoxy group:
SMILES	yeast rad50	cln2 rad14	yeast mec2-1	yeast sgs1 mgt1	bub3	mlh1 rad18
COc1ccc(C(=O)Nc2ccccc2)cc1NC(=S)Nc1ccccc1	-32	-73	-19	-14	1	-15
COc1cc2nc(C)[n+]3nc([O-])ccc3c2cc1OC	14	28	14	33	-8	24
COc1ccc(COC(=O)N=[N+]=[N-])cc1	19	/	4	/	/	13
COc1cc(OC)cc(C(=O)CC(=O)c2cc(OC)cc(OC)c2)c1	-50	-8	-38	-69	-33	-26
COc1ccc(/C=C2\CN(C)C/C(=C\c3ccc(OC)cc3)C2=O)cc1	14	39	22	32	31	27
COc1nc2nccnc2c(=O)n1C	-18	14	-5	-16	-8	-3
COc1ccc(C=O)c(C(=O)O)c1OC	-8	17	-53	-3	-20	-4
COc1cc(/C=C(\C#N)C(=O)c2ccccc2)cc(OC)c1OC	5	25	-12	-2	-27	4
COc1ccc(C(Cc2ccccc2Cl)N(CCO)CCO)cc1 (centres undefined)	-7	-19	-5	-9	6	-5
COc1c(C(=O)/C(=N/Nc2ccccc2)C(C)=O)c(O)c(OC)c2occc12	46	33	52	73*	48	69

(continued)
SMILES	yeast rad50	cln2 rad14	yeast mec2-1	yeast sgs1 mgt1	bub3	mlh1 rad18
CC(C(=O)O)c1ncnn1-c1ccccc1 (centres undefined)	-3	5	41	6	11	3
Cn1c(SCc2ccc(F)cc2)nnc1C12CC3CC(CC(C3)C1)C2	-32	-2	-12	-23	-17	-48
CN=NN(C)C(=O)NC	-12	-13	1	10	-25	30
CC(C)C[P+](c1ccccc1)(c1ccccc1)c1ccccc1	63	49	59	51	54	74*
COC(=O)CC1(CC(=O)O)SCCS1	-14	3	4	12	14	-8
CC(C)Cn1cnc2c(SCc3ccc(Cl)cc3Cl)nc(N)nc21	37	41	30	91*	39	67
O=C(CCCCCCC(=O)ON1C(=O)CCC1=O)ON1C(=O)CCC1=O	-17	14	-4	-17	-24	-4
CCCCCCC(O)CCC (centres undefined)	25	12	-20	27	-6	20
CCOC(=O)C/C(=N\NC(=O)c1ccccc1O)C(=O)OCC	6	1	2	6	3	30
Br[C@H]1CC2CCC1C2 (some centres undefined)	23	7	-24	3	-6	6
Nc1ccc(Nc2ccc(O)cc2)c(N)c1	-9	-11	-7	-1	-5	-16
NC(=O)C1CC1c1ccccc1 (centres undefined)	-4	-23	11	-10	-9	4
O=NNc1ccc(Sc2ccccc2)cn1	7	-9	-9	-4	-32	11
O=C(Nc1ccc(Cl)cc1)Nc1nnc2nc(C3(c4nc5nnc(NC(=O)Nc6ccc(Cl)cc6)n5[nH]c4=O)Cc4ccccc4C3=O)c(=O)[nH]n12	30	13	-2	8	9	2
CCOC(=O)N1CCN(Cc2cc(=O)n3ccc(C)cc3n2)CC1	22	12	3	4	17	22
COc1ccc2ccc3c(OC(C)=O)ccc(CCN(C)C(C)=O)c3c2c1OC(C)=O	19	32	26	19	2	5
Brc1ccc2noc(-c3ccccc3)c2c1	29	-2	2	32	10	17
O=CC(NC(=O)N(CCCl)N=O)C(O)C(O)C(O)CO (centres undefined)	-8	-2	-2	2	-5	6
O=C(NC(=Nc1ccccc1)SCSC(=Nc1ccccc1)NC(=O)c1ccco1)c1ccco1	-6	13	-8	-46	-5	-12
CCCCCC[C@@H](O)C/C=C\CCCCCCCC(=O)OCC(C)O (some centres undefined)	22	-31	-2	9	-3	-20
CCc1cccc(CC)c1NC(=O)NN(CC)CC	29	24	30	56	20	13
CCC(CC)COC(=O)c1ccccc1C	7	-27	0	-1	15	1
CN(C)c1ccc(S(=O)(=O)c2ccc3nc(N)nc(N)c3c2)cc1	29	-26	16	5	-6	4
COc1ccc(C2C3=C(N=C4SC(C(C)=O)=C(C)N42)c2ccccc2CC3)cc1 (centres undefined)	-11	16	-21	-4	-10	-19

Compounds were not picked by outcome; any-hit rate near 13%.
